Assay outcomes from PubChem.
IkB sig inh: suppresses IkB signaling in ABC-DLBCL reporter cells; 0.04% of 110,000 active; ABC-DLBCL IkBa-CBG/CBR dual luciferase ratio, 4 h; response scale: scaled: untreated 0%, proteasome inhibitor 100%; Potency, µM (doses to about 57.1 µM), inactives show at the top dose IkBa stabilization activation; active = well fitted curve in the direction sought with a large enough effect in the signal ratio, not every such curve was filed as active; inconclusive = small, poorly fitted or top-dose-only effect, or a change in a side signal; the % refers to the signal ratio;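 note: the direction sought is a rising ratio; 0% = basal untreated cells and 100% = reference inhibitor full response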
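Curves were fitted separately to fusion (green), unfused (red) and ratio luminescence, then classed by r2, magnitude and activity. Cells: OCI-Ly3, 4 h compound plus doxycycline at 37C; 10 uM MG-132 defined full response.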
p53ts 39C tox: p53ts cell cytotoxicity, nonpermissive temperature | H1299-p53A138V viability at 39C, ATP luminescence, 24 h | Potency, µM (titrated, usually from 46.1 µM), for the others: top-dose activity change, negative = cell killing, usual class: cytotoxic | 1.5% of 130,000 active; note: nearly all actives have a fitted effect of over 55% in size
Peg3 imprint: genomic imprint erasure induction | mouse ES Peg3-LacZ reporter, beta-gal luminescence, 40 h | Potency, µM (titrated, usually from 60.7 µM), for the others: top-dose activity change, positive = activation, most hits filed as activators | 0.02% of 110,000 active;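 note: 0% = negative control wells on the plate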
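Each well holds 300 Peg3LacZ-Neo (maternal) female ES cells incubated 40 h at 37C, 5% CO2. LacZ is measured by BetaGlo luminescence, with AC50 and maximum efficacy derived from dose-response curves.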
p53ts 32C kill: cytotoxicity in p53ts cells at permissive temperature. Potency, µM (highest dose often 46.1 µM), for the others: at the highest dose activity change, negative = cytotoxicity, actives largely listed as cytotoxic. 0.93% of 130,000 active. H1299-p53A138V at 32C, ATP luminescence viability, 24 h;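 note: 0% = DMSO and -100% = full killing by reference compound; nearly all actives have a fitted effect of over 55% in size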
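Cells: H1299 p53ts (A138V), 600/well, pre-incubated 16–30 h at 37C. Cpd up to 46 uM, 24 h, 32C. Readout: ATPlite luminescence, 20 min RT. Normalization: DMSO vs tamoxifen 100 uM. AC50 by Hill equation.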
Active calls of the source: *; ? = inconclusive; . = not tested or not shown; & = joins results of further samples; [ ] = remark or other dose. Unless noted, calls come from the whole dose curve; as a rule, active = well fitted curve in the direction sought with a large enough effect; inconclusive = small, poorly fitted or top-dose-only effect, or another doubt; inactive = no such curve, though single readings can be large; an effect the other way counts as inactive or inconclusive. Unless noted, % is set by controls: 0 for no effect and ±100 for the full control effect; potency is the fitted concentration of half-maximal effect. Rows are unselected. About 1.7% of those tested had a hit in this group.

SMILES | IkB sig inh | p53ts 39C tox | Peg3 imprint | p53ts 32C kill
Cn1c(=O)c2c(nc(N3CCN(Cc4ccccc4)CC3)n2CCSc2ncccn2)n(C)c1=O | -1.8% | 19% | -20% | -12%
Clc1cccc(N2CCN(c3c4c(nc5nncn35)CCC4)CC2)c1 | ? | -18% | -14%[10.9 µM] | 6%
O=C(NCCc1c[nH]c2ccccc12)C1Cc2ccccc2CN1C(=O)c1ccco1 (configuration not stated) | ? | -1% | -17% | 11%
CCC(C)(C)NC(=O)CN(C(=O)CNS(=O)(=O)c1ccc(C)cc1)c1ccc2c(c1)OCCO2 | 2.1% | -5% | 4% | 0%
C=CCn1c(O)c(CN2CCN(Cc3ccccc3)CC2)c(C)c(C#N)c1=O | 0.4% | -4% | -41%[inhibitor] | 3%
CC(C)(C)C(=O)Nc1ccc2nc(SCC(=O)N3CCOCC3)sc2c1 | -1.4% | -16% | -12%[10.9 µM] | -19%
CC1Cc2ccccc2N1C(=O)CSc1nnc(NC(=O)Cc2cccs2)s1 (configuration not stated) | 0.3% | 2% | -5% | 2%
COc1cccc(C(c2nnnn2C(C)(C)C)N2CCN(C3CCCCC3)CC2)c1OC (configuration not stated) | -1.8% | -6% | . | -9%
CCC(=O)N1CCc2cc(Br)cc(S(=O)(=O)CCC(=O)N3CCN(c4ccccc4OC)CC3)c21 | 0.2% | 21% | 7%[10.9 µM] | -4%
CC(=O)Nc1c(C)cc(OCC(=O)O)cc1C | -0.2%[11.4 µM] | 5%[9.22 µM] | -4%[10.9 µM] | -1%[9.22 µM]
CCC1=C2CC[C@H]3C(=O)N(C)C(=O)[C@H]3[C@H]2[C@@]2(Cc3ccccc3)C(=NCC3CC3)OC(=O)N2C1=O | . | -3% | -8% | 20%
COc1ccc(NC(=O)C(C)Sc2cc(-c3ccccc3)nc(C)n2)cc1Cl (configuration not stated) | ? | 17% | -10%[10.9 µM] | ?
Cc1c(C(C)NC(=O)Nc2ccc(F)cc2F)cnn1C (configuration not stated) | 0.5% | 8% | 4% | -2%
CC(NC(=O)C(c1ccccc1)c1ccccc1)C(=O)O (configuration not stated) | -0.2% | -4% | -6% | -10%
O=C(NC1CCCC1)c1ccc2nc[nH]c2c1 | -0.3% | -4% | -1% | 4%
COc1ccc(Cl)cc1N=Nc1ncc[nH]1 | 1.9% | -11% | -10% | -3%
COC(=O)c1cc(NS(=O)(=O)c2ccc3c(c2)OCCO3)ccc1Cl | ? | -8% | -11%[10.9 µM] | 9%
CCCC(=O)NCCc1nc2ccccc2n1Cc1c(F)cccc1Cl | ? | 25% | -13%[10.9 µM] | 1%
CC(C)NS(=O)(=O)c1cccc2nsnc12 | 1.6% | 4% | 22% | 1%
CCOC(=O)c1ccccc1NC(=O)Cn1c(=O)n(CCC(=O)N2CCc3ccccc3C2)c(=O)c2ccccc21 | ? | 10% | 8%[10.9 µM] | 9%
O=C1C(Cl)=C(N2CCCCCC2)C(=O)N1c1ccccc1 | 4.6% | 8% | -16% | -8%
Cc1occc1-c1nnc(SCC(=O)N2CCN(c3ccccc3F)CC2)n1C | 2.3% | 0% | -19% | 1%
CNS(=O)(=O)c1cc(O)c2c(S(=O)(=O)NC)cccc2c1 | -0.6% | -7% | 2% | 0%
CC1(C)CC(n2c(NCCO)nc3c(c2=O)C2(CCCC2)Cc2ccccc2-3)CCO1 (configuration not stated) | ? | 20% | -9% | 21%
COc1ccccc1NC(=O)c1[nH]c(C)c(C(C)=O)c1C | -0.3% | -2% | 0% | 4%
Cc1ccccc1-c1ccc2ncnc(N3CCOCC3)c2c1 | -2.4%[11.4 µM] | -12% | -14% | 4%
CC(C)CC(=O)N[C@H](C(=O)N[C@H](C(=O)N[C@@H](CC(C)C)[C@H](O)CC(=O)N[C@@H](C)C(=O)N[C@@H](CC(C)C)[C@H](O)CC(=O)O)C(C)C)C(C)C | -0.3%[25.6 µM] | 1%[20.6 µM] | 5%[16.8 µM] | -16%[20.6 µM]
CC(Oc1ccccc1)C(=O)Nc1ccc(C(=O)OCc2cc(=O)n3nc(C(C)C)sc3n2)cc1 (configuration not stated) | ? | ? | -5%[10.9 µM] | ?
NC(=O)c1ccsc1NC(=O)CSc1ccccc1F | ? | ? | 0% | -23%
COc1ccc2occ(CC(=O)Nc3ccc(S(=O)(=O)Nc4nccc(C)n4)cc3)c2c1 | -0.5% | -15% | -14%[10.9 µM] | 0%
Cc1nc(NCC2CCCO2)nc2c1C(=O)CC(C)C2 (configuration not stated) | -5.5% | 3% | -8% | 6%
Nn1cc(-c2ccccc2)nc1SCC(=O)N1CCN(S(=O)(=O)c2ccc(Cl)cc2)CC1 | 1.1% | -12% | -10% | 0%
CC1CCCCN1S(=O)(=O)c1ccc(C(=O)Nc2nnc(-c3cccs3)o2)cc1 (configuration not stated) | ? | ? | -31%[inhibitor] | -17%
N#Cc1c(C(F)(F)F)cc(-c2cccs2)nc1SCC(=O)Nc1ccccc1F | 2.9% | -11% | -15%[10.9 µM] | 2%
CCOC(=O)c1sc(NC(=O)CSc2nnnn2-c2ccccc2)nc1C | 1.9% | -2% | -16% | 3%
Cc1ccc(NC(=O)/C(C#N)=C/c2ccc(C)o2)cc1 | ? | ? | -21%[10.9 µM] | ?
O=C(NCc1cccnc1)c1nnc(Cc2ccc(F)cc2)o1 | 0.0% | -5% | -4% | -3%
COc1ccc(-c2oc3ncn4nc(-c5ccccc5OC)nc4c3c2-c2ccc(OC)cc2)cc1 | 1.5% | 9% | -4%[10.9 µM] | -4%
CCOc1ccc(CNC(=O)c2ccc3c(c2)nc2n3CCOC2)cc1 | 0.4% | 14% | -5%[10.9 µM] | 11%
O=C(CN1CCN(c2ccc(F)cc2)CC1)N1CCOCC1 | 0.0% | 4% | -6% | -1%

Continued; it opens with the 2 that closed the last part.
SMILES | IkB sig inh | p53ts 39C tox | Peg3 imprint | p53ts 32C kill
CCOc1ccc(CNC(=O)c2ccc3c(c2)nc2n3CCOC2)cc1 | 0.4% | 14% | -5%[10.9 µM] | 11%
O=C(CN1CCN(c2ccc(F)cc2)CC1)N1CCOCC1 | 0.0% | 4% | -6% | -1%
CCOc1cccc2cc(-c3nc(-c4ccccc4C)no3)c(=O)oc12 | ? | ? | -18%[10.9 µM] | -25%
CSc1ccc(Cl)c(C(=O)OCC(=O)NCc2ccco2)c1 | 0.9% | -6% | -25% | -2%
CC1=C(C(=O)OC2CCCCCC2)C(c2ccc(C)o2)C2=C(CCCC2=O)N1 (configuration not stated) | . | 9% | . | 52%[activator]
O=S(=O)(Nc1ccc(-c2ccc(N3CCCCCC3)nn2)cc1)c1ccc(C(F)(F)F)cc1 | ? | -5% | -15%[10.9 µM] | -2%
COc1ccccc1CNC(=O)c1ccc(N2CCCC2)c(NC(=O)NCCC(C)C)c1 | -0.2% | -7% | -9%[10.9 µM] | 5%
CCOCCCNC(=O)Cn1cc2c(n1)CCCC2 | -2.0% | 3% | -2% | -1%
Cc1ccc(NC(=O)C2CCCN2S(=O)(=O)c2cccc3nsnc23)c(C)c1 (configuration not stated) | -3.1% | -18% | 10%[10.9 µM] | 9%
CCN(CC)c1nc(N)nc(NS(=O)(=O)c2ccc(Cl)cc2)n1 | 5.2% | 2% | -8% | 3%
Cc1onc(-c2ccccc2)c1C(=O)Nc1nnc(-c2ccncc2)s1 | 3.3% | 11% | 1% | -8%
O=C(Nc1cccnc1)c1ccc(F)cc1 | . | 9% | . | -6%

Reformatted in markdown: entries from further up
| SMILES | IkB sig inh | p53ts 39C tox | Peg3 imprint | p53ts 32C kill |
| --- | --- | --- | --- | --- |
| CC1=C(C(=O)OC2CCCCCC2)C(c2ccc(C)o2)C2=C(CCCC2=O)N1 (configuration not stated) | . | 9% | . | 52%[activator] |
| Cc1onc(-c2ccccc2)c1C(=O)Nc1nnc(-c2ccncc2)s1 | 3.3% | 11% | 1% | -8% |
| Cc1ccc(NC(=O)C2CCCN2S(=O)(=O)c2cccc3nsnc23)c(C)c1 (configuration not stated) | -3.1% | -18% | 10%[10.9 µM] | 9% |
| CSc1ccc(Cl)c(C(=O)OCC(=O)NCc2ccco2)c1 | 0.9% | -6% | -25% | -2% |

(cont.)
SMILES | IkB sig inh | p53ts 39C tox | Peg3 imprint | p53ts 32C kill
COc1ccccc1N1CCN(CCN2C(=O)CC3(CCCC3)CC2=O)CC1 | 0.3%&3.1% | 2%&-24% | -13%&-4% | 3%&10%
CCCOC(=O)C1C2C=CC3(CN(c4ccc(Cl)c(F)c4)C(=O)C13)O2 (configuration not stated) | 1.4% | -5% | -4% | -1%
Nn1c(SC/C=C/c2ccccc2)nnc1-c1ccco1 | -1.9% | 1% | -10% | -6%
COCC(C)NS(=O)(=O)c1ccc(OC)cc1 (configuration not stated) | 0.8% | 10% | 10% | -4%
Cn1c(=O)c2ncn(CC(=O)NCCOc3ccc(C(C)(C)C)cc3)c2n(C)c1=O | 2.8% | 7% | -19% | -1%
Cc1c(-c2nc(N)nc(Nc3ccccc3F)n2)oc2ccccc12 | ? | -17% | -15% | -8%
Cc1cccc(C)c1NC(=O)N1CCN(C2CCCCC2)CC1 | 1.8% | 15% | -1% | -13%
CCc1ccc(-c2nnn(Cc3nc4ccccc4s3)n2)cc1 | ? | -11% | -9% | 0%
COc1cccc(-c2nc(CS(=O)CC(=O)NC3CCCC3)c(C)o2)c1 (configuration not stated) | 1.0% | 4% | -5% | -4%
COC(=O)C1C(=O)C2=C(CC1C)NC(=O)CC2c1cccc(C)c1 (configuration not stated) | -0.8% | 9% | -10% | 0%
CC12CCC(C(=O)N(c3ccccn3)c3ccccn3)(OC1=O)C2(C)C (configuration not stated) | 1.1% | -13% | -7% | 5%
Cc1nn(-c2ccc(N3CCCC3)nn2)c(C)c1CCC(=O)Nc1ccccc1 | ? | 2% | -12%[10.9 µM] | -3%
Cc1cc(N(C)Cc2ccccc2)nc(-c2ccccc2)n1 | -1.3% | 2% | -13% | 0%
CCn1c(COc2ccccc2C)nnc1SCC(=O)N1CCC(C)CC1 | 3.9% | -6% | . | -12%
Cc1ccc(Cl)cc1Nc1sc(C(=O)c2ccc(F)cc2)c(N)c1S(C)(=O)=O | ? | ? | -10%[10.9 µM] | -12%
CCc1nc2oc3ccccc3c(=O)c2c(=O)n1Cc1ccc(OC)cc1 | -0.8% | 22% | 1% | 13%
O=C(O)CSCc1cccc2ccccc12 | -4.6%[11.4 µM] | -4%[9.22 µM] | 5%[10.9 µM] | -2%[9.22 µM]
CCC(CC)C(=O)NCCc1cc2c(C)ccc(C)c2[nH]c1=O | 1.7% | 8% | -6% | -5%
CC(=O)c1ccc(NC(=O)CC2Nc3cccc4cccc(c34)NC2=O)cc1 (configuration not stated) | ? | -20% | 13%[10.9 µM] | 6%
Cc1ccc(CNS(=O)(=O)c2ccc(F)c(C(=O)Nc3ccc(C)c(F)c3)c2)cc1 | ? | -20% | -15%[10.9 µM] | -8%
CN(C)C(=O)c1ccc(S(=O)(=O)NCc2ccccc2Cl)s1 | -3.4% | -7% | 11%[10.9 µM] | 1%
Cc1ccc(C)c(NC2=CC(=O)CC(C)(C)C2)c1C#N | 0.1% | 9% | -4% | -9%
COc1ccc(Cn2c(=O)oc3ccc(C)cc32)cc1OC | ? | 4% | -12% | -5%
Cc1ccc(S(=O)(=O)NC2CCCCC2)cc1 | 0.2% | -4% | -2% | 8%[1.84 µM]
CN(Cc1ccco1)c1cc(-c2cccc(NS(C)(=O)=O)c2)ncn1 | -2.3%[11.4 µM] | ? | -13% | -5%
Cc1ccc(NC(=O)Cn2c(=O)n(Cc3ccco3)c(=N)c3c4c(sc32)COC(C)(C)C4)cc1 | ? | 4% | -6% | 11%
O=C(NCc1ccco1)c1nc2nc(-c3cccs3)cc(C(F)(F)F)n2n1 | 1.8% | -1% | -24% | -4%
COc1ccc(CNC(=O)c2cc(-c3ccc(C)c(C)c3)n[nH]2)cc1 | ? | -17% | 19%[10.9 µM] | 7%
Cc1ccn2c(Nc3ccc(F)cc3)c(-c3ccccn3)nc2c1 | ? | ? | -13%[10.9 µM] | -20%
C[C@@H](NC(=O)C1(N)CCCC1)C(=O)O | 1.4%[11.4 µM] | 0%[9.22 µM] | -10%[10.9 µM] | -6%[9.22 µM]
COc1ccc2cc(C(c3nnnn3C(C)(C)C)N3CCSCC3)c(=O)[nH]c2c1 (configuration not stated) | 0.8% | -6% | -6% | 9%
